Screening data deposited in PubChem BioAssay by National Center for Advancing Translational Sciences (NCATS).
Vif-A3F inh: inhibitors of Vif-A3F interaction; HeLa A3F-eYFP + Vif (tagged APOBEC3F with the HIV-1 protein that degrades it), YFP fluorescence increase; Potency, µM (highest dose often 46.1 µM), inactives show at the top dose activity, negative = active; actives 0.2% (n = 390,000); further: potency means the concentration at half of the fitted maximal effect; % of control where 0% means no effect; nearly all actives have a fitted effect of over 65% in size
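HeLa cells stably expressing Vif plus C-terminally eYFP-tagged A3F were seeded, incubated overnight at 37 deg C, dosed with compound, incubated overnight again at 37 deg C. Yellow fluorescence (Ex 488/Em 500-530) reported blocked Vif-mediated A3F-eYFP degradation.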
RGS4 inh: human RGS4 inhibition; actives 0.039% (n = 390,000); Potency, µM (highest dose often 114 µM), without a hit: at the highest dose activity change, negative = inhibition, usual class: inhibitors; Transcreener GDP fluorescence polarization, RGS4-accelerated GTP hydrolysis; AID 504845; further: potency means the concentration at half of the fitted maximal effect; on the % scale 0 is the no-effect control and ±100 the full control effect; nearly all actives have a fitted effect of over 75% in size; some results filed as inactive show a strong effect at the top dose
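MLSMR compounds (23 nl, pin-transferred) preincubated 10 min at room temperature with a 500nM (2x) first reagent, then RGS4 at 900nM (2x) plus Transcreener GDP mix added; fluorescence polarization (620/688 nm) read before and after 90 min at 30 °C.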
12-LOX inh: ALOX12 (human) lipoxygenase inhibition | P18054 | purified 12hLO, xylenol orange hydroperoxide absorbance | Potency, µM (top dose mostly 108 µM), without a hit: top-dose activity change, negative = inhibition, hits mostly inhibitors | actives 1.1% (n = 580,000) | AID 1671190; further: potency means the concentration at half of the fitted maximal effect; on the % scale 0 is the no-effect control and ±100 the full control effect
Target sequence (P18054 whole entry, looked up): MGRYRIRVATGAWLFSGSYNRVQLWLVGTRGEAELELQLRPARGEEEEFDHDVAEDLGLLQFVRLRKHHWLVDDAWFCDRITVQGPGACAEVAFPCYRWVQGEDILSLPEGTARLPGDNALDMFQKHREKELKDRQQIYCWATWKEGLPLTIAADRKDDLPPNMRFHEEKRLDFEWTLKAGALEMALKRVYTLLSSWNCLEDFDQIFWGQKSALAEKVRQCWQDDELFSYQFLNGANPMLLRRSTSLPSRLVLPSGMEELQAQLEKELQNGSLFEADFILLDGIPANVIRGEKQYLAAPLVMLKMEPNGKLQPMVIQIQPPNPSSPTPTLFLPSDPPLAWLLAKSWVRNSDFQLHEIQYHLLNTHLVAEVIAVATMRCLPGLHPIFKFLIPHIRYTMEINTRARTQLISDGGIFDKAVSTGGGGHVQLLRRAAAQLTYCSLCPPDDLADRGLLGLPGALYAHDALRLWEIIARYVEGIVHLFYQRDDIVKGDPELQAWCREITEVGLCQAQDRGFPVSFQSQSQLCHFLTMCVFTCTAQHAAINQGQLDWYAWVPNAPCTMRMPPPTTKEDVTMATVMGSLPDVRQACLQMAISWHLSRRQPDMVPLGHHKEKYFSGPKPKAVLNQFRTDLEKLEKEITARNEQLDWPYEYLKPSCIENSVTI
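Hydroperoxide product was detected by ferrous iron/xylenol orange as the 573 to 405 nm absorbance ratio. Arachidonic acid at 40 uM (final) was turned over for 30 min at room temperature by 150 nM human 12hLO, pH 7.0 Hepes buffer, after 15 min compound preincubation.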
LDHA inh: LDHA (human) enzyme inhibition; P00338; purified LDHA, NADH/diaphorase-resazurin fluorescence; active compounds read low; activity change, % (values are at about 110 or 230 µM); actives 0.15% (n = 480,000); AID 1347041; in the data active means activity change below about -30%; inconclusive means mostly about -25% to -30%;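 further: plate controls were DMSO wells for no effect and wells without enzyme for full effect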
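Resorufin fluorescence (ex540/em590), read at 0 and 20 min after diaphorase/resazurin addition, reports the NADH left after a 5 min room-temperature reaction of 2 nM human LDH5 with 0.06 mM NADH and 0.2 mM pyruvate.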
Vif-APOBEC3G blk: inhibitors of Vif-APOBEC3G interaction. Q9HC16. HeLa A3G-eYFP + Vif (tagged APOBEC3G with the HIV-1 protein that degrades it), YFP fluorescence, overnight. Potency, µM (doses to about 46.1 µM), inactives show at the highest dose activity, negative = active, hits mostly inhibitors. actives 0.076% (n = 410,000). AID 602310;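 further: potency means the concentration at half of the fitted maximal effect; on the % scale 0 is the no-effect control and ±100 the full control effect; nearly all actives have a fitted effect of over 60% in size; hits raise eYFP signal because A3G escapes Vif-driven loss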
Target sequence (Q9HC16 whole entry, looked up): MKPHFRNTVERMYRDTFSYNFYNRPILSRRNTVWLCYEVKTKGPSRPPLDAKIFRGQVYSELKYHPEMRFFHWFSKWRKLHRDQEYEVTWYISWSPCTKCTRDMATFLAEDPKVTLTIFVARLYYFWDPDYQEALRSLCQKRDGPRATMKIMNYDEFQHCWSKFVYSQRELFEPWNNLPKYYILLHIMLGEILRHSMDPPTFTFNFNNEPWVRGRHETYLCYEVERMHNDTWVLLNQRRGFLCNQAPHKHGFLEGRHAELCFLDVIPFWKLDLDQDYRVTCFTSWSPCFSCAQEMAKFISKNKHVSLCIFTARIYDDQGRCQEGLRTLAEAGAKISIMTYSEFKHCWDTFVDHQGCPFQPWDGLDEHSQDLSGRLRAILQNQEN
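Read-out is eYFP fluorescence (Ex 488/Em 500-530) from Vif-expressing HeLa A3G-eYFP cells; more signal means A3G escaped Vif-mediated degradation. Cells plated overnight, compound pinned in, incubated overnight at 37 deg C.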
D2 ag: activates the human D2 dopamine receptor; HEK293 T-REx D2 cells, calcium flux agonist mode; activation, % at 2 µM; actives 0.53% (n = 340,000);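 active means activation over 3 SD above normal in the single-dose calcium agonist read, cut at about 30% in these data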; further: 0% is about no effect
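Tetracycline-induced HEK293 T-REx cells with force-coupled D2 receptor, plated overnight at 30 C, loaded with no-wash calcium dye. After a 10 s baseline, compound was pin-added and calcium flux read kinetically for 180 s; calcium rises flagged agonists.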
Glioma ERSR ind: ER stress response induction in glioma; U87-MG GRP78 promoter luciferase reporter, 16 h; Potency, µM, inactives show at the highest dose activation, most hits filed as activators; actives 0.02% (n = 420,000); AID 602332; further: potency means the concentration at half of the fitted maximal effect; series mostly up to about 76 µM; % of control where 0% means no effect; nearly all actives have a fitted effect of over 35% in size
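ERSR induction read as luciferase luminescence (Bright-Glo, 10 min at room temperature) in stably transfected human U87-MG glioma cells exposed to compounds for 16 h, using GRP78 as sensor.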
D2 antagonist: D2 dopamine receptor (human) antagonism; P14416; HEK293 TREx D2 cells, calcium flux, dopamine EC80; inhibition, % at 10 µM; actives 2% (n = 340,000); AID 485344; in the data active means inhibition above about 30%; further: 0% is about no effect
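In this primary screen, negative modulation is detected by tracking calcium flux after an EC80 dopamine challenge in inducible HEK293 T-REx D2 cells preexposed to test compound for 180 s.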
ERG Ets-DNA blk: blocks human ERG Ets domain binding to DNA | fluorescence polarization, His-ERG Ets domain / labelled DNA | Potency, µM (top dose mostly 76.9 µM), for the others: top-dose FP activity, negative = inhibition, hits mostly inhibitors | actives 0.028% (n = 370,000) | AID 624246; active means well fitted inhibition curve with a large enough effect in the polarisation, with a control signal flat; inconclusive means small, poorly fitted or top-dose-only effect, or effect the other way, or a change in a side signal; inactive means no such curve, though single readings can be large or run the other way; the % refers to the polarisation;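 further: polarization taken with two DNA probes labelled with fluorescein and Texas red; potency means the concentration at half of the fitted maximal effect; % of control where 0% means no effect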
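His-tagged ERG Ets domain (1 uM in the protein solution; 300mM KCl, 50mM Tris-HCl, 1mM EDTA, 1mM DTT, pH 7.5) received compound, then a probe mix of 5 nM fluorescein-DNA and 100nM Texas-615-DNA. Fluorescence polarization was read for both dyes.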
* = called active by the depositor; ? = inconclusive; · = not tested or not shown; & = joins results of further samples; [ ] = remark or other dose. Unless noted, the call rests on the fitted dose curve; in most records, active means well fitted curve in the direction sought with a large enough effect; inconclusive means small, poorly fitted or top-dose-only effect, or another doubt; inactive means no such curve, though single readings can be large; an effect the other way counts as inactive or inconclusive. An excerpt; rates above refer to the full screens.

SMILES	Vif-A3F inh	RGS4 inh	12-LOX inh	LDHA inh	Vif-APOBEC3G blk	D2 ag	Glioma ERSR ind	D2 antagonist	ERG Ets-DNA blk
CCOC(=O)C1(CC)NC(c2ccco2)C2C(=O)N(c3ccc(C)cc3)C(=O)C21 (stereo not drawn)	-11%	20%	0%	-4	0%	0.0	-2%	-17	2%
Cc1nc(SCC(=O)CC(=O)OC(C)C)c(C#N)c(C)c1C	4%	-22%	-7%	5	-2%	·	2%	22	-1%
CC(C)COc1ccc(C(=O)Nc2cc3nn(-c4ccccc4)nc3cc2Cl)cc1	-1%	-3%	-9%	-10	-5%	-0.4	-2%	·	1%
CCCCC(=O)N1CCc2cc(OC)c(OC)cc2C1COc1ccc(OC)cc1 (stereo not drawn)	1%	10%	9%	1	-2%	-0.6	-2%	·	-11%
CC1(C)NC(=O)N(CC(=O)O)C1=O	13%	14%	-1%	-8	2%	-0.7	4%	-15	6%
O=C(CSc1ccccn1)Nc1cccc([N+](=O)[O-])c1	4%	-15%	-13%	0	1%	-0.4	6%	7	4%
CCCCN(CC)C(=O)CSc1nc2n[nH]c(C)c2c(=N)n1-c1cccc(OC)c1	-2%	-20%	-6%	0	-13%	0.8	1%	·	8%
CCS(=O)(=O)N1CCC(C(=O)NCCCN2CCC(Cc3ccccc3)CC2)CC1	-3%	-3%	-5%	-3	2%	0.6	-3%	5	1%
CC1(C)CC(=O)C=C(c2ccc(COC(=O)Cc3ccccc3)cc2)C1=O	-2%	·	?	-2	0%	·	3%	·	·
COc1ccc2oc(=O)cc(CN3CCOCC3)c2c1	-8%	1%	14%	0	-2%	0.2	-3%	6	-9%
CC(=O)c1ccc(N(CC(=O)NC2CCCC2)C(=O)CNC(=O)c2ccco2)cc1	13%	-17%	10%	-3	-6%	0.8	-5%	11	-4%
O=C(C[n+]1cc(-c2ccc(F)cc2)n2c1CCC2)Nc1nc(-c2ccccc2)cs1	-28%	-20%	-14%	-2	3%	-0.2	-2%	-19	-4%
CCCCC(=O)N1CCCC(C)C1 (stereo not drawn)	3%	-4%	11%	-3	1%	-0.9	-4%	-27	4%
CCc1ccccc1NC(=O)CSc1nnc(CC)c(CC)n1	2%	-13%	-29%	1	0%	-0.2	-3%	·	-7%
CCOc1ccc(N(CC(=O)Nc2ccccc2C(=O)N2CCCC2)S(C)(=O)=O)cc1	14%	-9%	-13%	-3	-1%	-0.2	-2%	-14	17%
O=C(Nc1ccc(Br)cc1Br)C1CC(=O)N(Cc2ccccc2)C1 (stereo not drawn)	2%	18%	12%	-7	-1%	·	-4%	·	3%
C[C@H]1CN([C@@H](C)CO)C(=O)c2cc(Br)cnc2O[C@@H]1CN(C)C(=O)c1ccncc1	-5%	·	-2%	-3	0%	·	-6%	·	·
NC(=O)c1ccccc1N(Cc1ccccc1)S(=O)(=O)c1ccccc1	15%	4%	-2%	-5	1%	-0.3	2%	1	3%
CC(=O)Oc1ccc(C(=O)Nc2cccc(NC(=O)c3ccco3)c2)cc1	-6%	-7%	-9%	-6	-2%	0.1	-3%	-9	-7%
O=C(O)C(Cc1c[nH]c2ccccc12)NS(=O)(=O)c1ccc2ccccc2c1 (stereo not drawn)	4%	-15%	-26%	1	0%	0.7	0%	11	4%
Cc1cccc(NC(=O)CCNS(=O)(=O)c2cccc3nsnc23)c1	4%	13%	0%	-4	0%	-0.5	-6%	-13	1%
NC(=O)Nn1c(CCC(=O)O)ccc1-c1ccc(Br)cc1	0%	1%	?	-1	1%	1.3	-2%	-8	2%
Cc1ccc(Nc2nc(NCCO)nc3c2cnn3C)cc1Cl	-5%	?	0%&-8%	-1&-4	-12%	-3.2	-5%	-23	5%
COc1ccccc1C(=O)NCCOc1ccc(C(C)(C)C)cc1	-5%	-8%	13%	3	1%	1.9	-2%	-9	-11%
CCCS(=O)(=O)NC(=O)C1(C)CCCN(C(=O)C(C)(C)Oc2ccc(Cl)cc2)C1 (stereo not drawn)	·	·	0%	-2	2%	·	0%	·	·
CC(=O)Nc1ccc(S(=O)(=O)NCc2ccc(C(=O)N3CCOCC3)cc2)cc1	-7%	-5%	2%	-3	1%	0.4	-9%	-10	-2%
O=C(COC(=O)c1ccc(Br)cc1)NCC1CCCO1 (stereo not drawn)	6%	-15%	0%	-1	0%	·	-1%	·	-4%
CC(=O)N1CCN(C(=O)CCC(=O)O)CC1	0%	8%	1%	-8	-12%	-0.8	1%	-13	12%
COc1cccc(CSc2nc3cc(C(=O)NC4CCCC4)ccc3c(=O)n2Cc2ccccc2)c1	-15%	5%	3%	-1	0%	·	-2%	·	-8%
CC(=O)Oc1ccc(C(=O)Nc2ccccc2C(=O)N2CCCC2)cc1	-13%	38%	54%[activator]	-7	-1%	0.3	-1%	-14	11%
CCN(CC(=O)Nc1ccccc1C(F)(F)F)C(=O)c1ccc(N2CCCC2=O)cc1	5%	-1%	-4%	0	4%	0.0	-1%	7	-18%
O=C(CN1CCc2cc3c(cc2C1)OCCCO3)Nc1ccc(S(=O)(=O)N2CCCC2)cc1	2%	-2%	45%[activator]	-1	-5%	-1.2	-5%	7	-12%
Cc1ccc(C(C)C)c(OCCSc2nc3ccccc3n2CC(=O)O)c1	-3%	4%	0%	-4	1%	-0.6	-3%	8	3%
Cc1ccc(C)c(NC(=O)C2CC(O)CN2C(=O)OCc2ccccc2)c1 (stereo not drawn)	0%	-5%	61%[activator]	-2	-2%	0.0	-4%	-7	4%
CCC(CC)c1nn2c(=O)cc(COc3ccc(NC(=O)c4ccccc4Cl)cc3)nc2s1	-1%	-6%	-8%	-4	0%	0.0	-3%	·	2%
Cc1ccc(S(=O)(=O)N(Cc2ccccc2)Cc2ccco2)cc1	-9%	-3%	-26%	-2	0%	-0.2	2%	33*	1%
COc1cc(C(=O)CSc2nccn2C)cc(OC)c1OC	11%	-18%	5%	-5	-2%	0.2	1%	2	-8%
COc1ccc(N2Cc3ccccc3/C2=N\C(=O)Nc2ccccc2)cc1	-2%	-15%	2%	-2	5%	2.1	-6%	15	4%
CS(=O)(=O)N1CCCC(C(=O)NCc2ccc(F)cc2Cl)C1 (stereo not drawn)	-6%	8%	3%	-8	1%	0.2	-3%	1	7%
COc1ccc(CC(=O)Nc2nc3n(n2)C(c2ccccc2)CC(=O)N3)cc1OC (stereo not drawn)	·	-2%	·	-4	1%	-0.4	-4%	-19	5%
COCCN(C(=O)CNC(=O)c1ccco1)C(C(=O)NC1CCCC1)c1ccccc1F (stereo not drawn)	9%	-12%	?	-3	-4%	0.9	-1%	-16	4%
CCOC(=O)c1ccc(NC(=O)Cn2nnc(-c3ccccc3F)n2)cc1	-13%	-10%	21%	-6	-2%	-0.4	-7%	-2	-5%
Cc1cnc(C(=O)OCC(=O)Nc2ccc(C)c(S(=O)(=O)N3CCCCCC3)c2)cn1	-18%	-4%	-20%	-2	0%	2.1	-4%	-2	-9%
O=C(CSc1nc(=O)n2ccccc2n1)Nc1ccc2c(c1)OCCO2	-27%	8%	6%	-1	-1%	0.4	0%	-22	13%
O=C(COC(=O)c1ncc(Cl)c(Cl)c1Cl)Nc1cccnc1Cl	-10%	-7%	0%	-5	0%	-0.2	-4%	11	3%
O=C(COC(=O)/C=C/c1ccccc1Cl)NC1CCCC1	-15%	-18%	258%[activator]	1	-5%	·	-1%	·	-1%
CCOC(=O)c1c(C)oc2nc(C)nc(N3CCN(c4cccc(C(F)(F)F)c4)CC3)c12	0%	-30%	-10%	1	4%	-0.2	-2%	·	-4%
Cc1ccc(S(=O)(=O)N2C[C@H]3C(=O)C[C@@H](c4ccccc4)N(S(=O)(=O)c4ccc(C)cc4)[C@H]3C[C@H]2c2cccs2)cc1	·	·	-4%	-13	1%	·	-4%	·	·
Cc1cccc(-c2noc(CN(C(=O)c3ccc4c(c3)OCO4)C(C)C)n2)c1	0%	3%[11.4 µM]	-28%	-4	0%	·	-2%	·	-11%
OCCC1CN(Cc2c(O)ccc3ccccc23)CCN1CCc1ccccc1 (stereo not drawn)	3%	-50%	7.1µM*	20	-4%	0.0	1%	-11	-4%

Following part.
SMILES	Vif-A3F inh	RGS4 inh	12-LOX inh	LDHA inh	Vif-APOBEC3G blk	D2 ag	Glioma ERSR ind	D2 antagonist	ERG Ets-DNA blk
CCCC(C(=O)Nc1nccs1)c1ccccc1 (stereo not drawn)	4%	-2%	-4%	-3	-1%	1.2	-7%	10	-6%
COc1ccc2c(c1)CC(NC(=O)Nc1c(C)cc(C)cc1C)CO2 (stereo not drawn)	3%	5%	-23%	-1	1%	·	-2%	·	8%
COc1ccccc1Cn1c(=S)[nH]c2cc(C(=O)N3CCCC3)ccc2c1=O	1%	19%	45µM*	-9	-9%	-0.3	-3%	9	-10%
CCN(CCNC(=O)c1cccc(N2CCCC2=O)c1)c1ccccc1	·	-30%	-14%	-3	-5%	-0.6	1%	12	-1%
COc1ccc2c(c1)c(=O)c(C(=O)c1ccccc1)cn2CC(=O)Nc1ccc2c(c1)OCCO2	2%	-15%	-11%	-11	-1%	0.5	-4%	·	-1%
